# Screens (PubChem BioAssay)
# DDE Tn6 FP inh: DD(E)-Tn6 binding inhibition, primary FP screen; P02675; Fibrin DD(E) TRITC-Tn6 fluorescence polarization displacement; actives 0.21% (n = 370,000); inhibition, % at 8.3 µM;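 active = inhibition above a per-campaign cutoff: mean of compounds within control limits plus 3 SD, cut at about 15% in these data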;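 also: 0% = median of all compound wells on the plate and 100% = blocking peptide control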
# ARFGAP1 inhibitor: rat ARFGAP1 inhibition | Q62848 | Arfgap1-stimulated ARF1 GTP hydrolysis, GDP FP detection | inhibition, % at 16.5 µM | actives 0.26% (n = 360,000) | AID 651572;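 active = inhibition above a per-plate limit, mean inhibition of low control wells plus 3 SD, cut at about 25% in these data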;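 also: 0% = DMSO wells with enzyme and 100% = wells lacking Arfgap1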
# Target sequence (Q62848 1-136 limits assumed): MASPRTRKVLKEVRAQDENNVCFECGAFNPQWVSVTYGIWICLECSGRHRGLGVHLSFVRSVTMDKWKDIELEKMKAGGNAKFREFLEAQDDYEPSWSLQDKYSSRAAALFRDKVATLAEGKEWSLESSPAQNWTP
#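 system = rat Arfgap1 catalytic domain, aa 1-136 | technique = FP, GDP Alexa 633 tracer displaced from anti-GDP antibody, 620/688 nm | compound = one concentration, 16.5 µM, DMSO 1.26% | medium = HEPES-based buffer, pH 7.5 | timing = compound-enzyme preincubation 20 min, reaction 120 min, detection 60 min, 25 °C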
# ADAM17 inh: inhibits human ADAM17 | P78536 | recombinant ADAM17, EDANS/DABCYL FRET peptide cleavage | inhibition, % at 6.95 µM | actives 0.83% (n = 370,000);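 active = inhibition above the mean of compounds lying between control limits plus 3 SD, set per campaign, cut at about 8.5% in these data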;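 also: 0% = DMSO-only wells as the low control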
# MBD2 DNA inh: blocks human MBD2 binding to methylated DNA; Q9UBB5; TR-FRET, MBD2 binding to methylated oligonucleotide; inhibition, % at 4.4 µM; actives 0.31% (n = 370,000); AID 686964; in the data active = inhibition above about 13%
# PLCb3 inh: PLC-beta3 (human) inhibition, primary screen; inhibition, % at 12.2 µM; Q01970; Purified PLC-beta3, fluorogenic substrate, fluorescence; actives 0.18% (n = 370,000); in the data active = inhibition above about 11%;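 also: 0% = median of compound wells on plate and 100% = full blocker control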
# KLK7 zymogen act: activates the human kallikrein-7 zymogen | P49862 | purified proKLK7, EDANS-DABCYL substrate fluorescence; 100% is mature enzyme control, 0% vehicle | activation, % at 7 µM | actives 0.9% (n = 370,000) | AID 652039;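 active = activation above the mean of all tested compounds plus 3 SD, computed per campaign excluding outliers beyond control limits, cut at about 13% in these data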
# PLCg1 inh: PLC-gamma1 (human) inhibition, primary screen | purified PLC-gamma1, fluorogenic substrate, fluorescence | inhibition, % at 12.2 µM | actives 0.84% (n = 370,000) | AID 720700; in the data active = inhibition above about 9.5%
# DDE Tn7 FP inh: inhibitors of Tn7 peptide binding to human fibrin DD(E); actives 0.13% (n = 370,000); inhibition, % at 8.3 µM; P02675; FP displacement of FITC-Tn7 peptide from fibrin DD(E); 0% = median of compound wells per plate;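 active = inhibition above the mean of compounds falling within the control limits plus 3 SD of them, cut at about 14% in these data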;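 also: 0% = plate median of compound wells and 100% = 10 µM Aha-Tn7 peptide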
#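 Test system – human fibrin DD(E) · Times – 10 min preincubation, 3 h with tracer, room temperature · Detection – fluorescence polarization of the labelled Tn7 tracer · Measure – percent inhibition normalized to high-control wells · Benchmarks – high control wells with 10 µM unlabelled Aha-Tn7 peptide (full inhibition) · Repeats – singlicate testing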
# ASAP1 GAP inh: blocks human ASAP1-stimulated Arf1 GTP hydrolysis; Q9ULH1; GDP FP detection; inhibition, % at 16.5 µM; actives 0.19% (n = 360,000); AID 624377; in the data active = inhibition above about 25%;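 also: 0% = vehicle with enzyme and substrate and 100% = no enzyme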
# UHRF1 binding: UHRF1 methyl-DNA binding inhibition; UHRF1 binding to methylated oligo, TR-FRET; inhibition, % at 4.4 µM; actives 0.75% (n = 370,000); in the data active = inhibition above about 21%;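 also: UHRF1 SRA domain binding a hemimethylated CpG hairpin DNA probe; 0% = median of test compound wells and 100% = reference inhibitor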
# Target sequence (Q96T88 whole entry, looked up, the tested form may be a part): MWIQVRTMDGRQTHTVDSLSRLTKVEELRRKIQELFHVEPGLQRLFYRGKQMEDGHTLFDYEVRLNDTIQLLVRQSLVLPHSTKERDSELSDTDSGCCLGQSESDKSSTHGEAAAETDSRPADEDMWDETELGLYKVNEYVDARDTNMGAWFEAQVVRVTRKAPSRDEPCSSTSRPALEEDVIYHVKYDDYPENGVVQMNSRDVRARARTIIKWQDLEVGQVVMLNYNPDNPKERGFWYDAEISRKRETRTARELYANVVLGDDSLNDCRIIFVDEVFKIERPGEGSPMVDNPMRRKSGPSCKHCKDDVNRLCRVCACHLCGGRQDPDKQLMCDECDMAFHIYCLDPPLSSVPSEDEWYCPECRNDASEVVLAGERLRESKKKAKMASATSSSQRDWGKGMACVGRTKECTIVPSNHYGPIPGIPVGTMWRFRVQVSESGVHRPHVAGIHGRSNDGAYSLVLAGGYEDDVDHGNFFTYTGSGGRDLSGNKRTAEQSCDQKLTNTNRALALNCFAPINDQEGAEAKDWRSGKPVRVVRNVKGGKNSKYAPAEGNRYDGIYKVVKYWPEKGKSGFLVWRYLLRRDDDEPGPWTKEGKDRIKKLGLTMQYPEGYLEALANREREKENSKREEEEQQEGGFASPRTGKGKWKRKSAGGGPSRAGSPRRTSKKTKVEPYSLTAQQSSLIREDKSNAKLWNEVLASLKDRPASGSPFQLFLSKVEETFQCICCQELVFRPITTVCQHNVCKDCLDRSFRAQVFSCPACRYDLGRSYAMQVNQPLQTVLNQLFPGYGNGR
# The depositor's hits bear a star; . = no result given.
SMILES,DDE Tn6 FP inh,ARFGAP1 inhibitor,ADAM17 inh,MBD2 DNA inh,PLCb3 inh,KLK7 zymogen act,PLCg1 inh,DDE Tn7 FP inh,ASAP1 GAP inh,UHRF1 binding
CCN(CC)c1ccc(/C=c2\sc3nnc(-c4ccccc4Cl)n3c2=O)cc1,0.2,-7.1,-2.2,-4.4,-13.1,0.2,-1.0,-4.2,13.5,0.1
O=S(=O)(/N=C(/Nc1ccccn1)c1ccccc1)c1ccc(Cl)cc1,-1.3,3.0,-2.5,-5.1,1.8,-0.6,2.6,-6.2,10.4,2.7
O=C(c1cc(-c2ccc(Cl)c(Cl)c2)on1)N1CCCCCC1,-1.8,-3.6,-1.5,-2.6,-5.5,-0.4,-0.5,1.3,7.3,2.2
O=C(Nc1ccc(F)cc1)C(c1ccccc1)N1CCN(CC(=O)N2CCOCC2)CC1 (stereo unspecified),-2.0,1.1,1.1,-5.0,-4.7,0.3,0.3,0.1,10.9,-2.0
O=C(O)c1ccc(-c2noc(-c3ccccc3Cl)n2)cc1,2.5,-6.5,0.5,-7.6,1.2,0.5,1.9,-1.2,8.4,0.9
Cc1cccc(Nc2nnc(SCC(=O)Nc3cccnc3Cl)s2)c1,6.8,3.9,-4.2,0.8,-1.7,1.0,-2.0,3.0,29.7*,1.0
c1ccc(Nc2nc(NCCN3CCOCC3)nc(Nc3ccccc3)n2)cc1,-0.3,13.0,-4.8,-2.3,-4.5,0.6,3.4,3.7,-5.8,0.7
CC(Oc1ccc(Cl)cc1)C(=O)N1CCN(C(=O)c2ccco2)CC1 (stereo unspecified),3.2,-8.8,-6.3,2.8,-7.1,-0.1,2.4,-3.1,-4.1,1.2
COc1ccc(NC(=O)Nc2ccc3c(c2)C(=O)N([C@H](C)CO)C[C@H](C)[C@@H](CN(C)C(=O)NC2CCCCC2)O3)cc1,-2.9,9.1,-6.5,5.4,3.0,0.3,-1.6,-2.9,6.8,1.1
Nc1ncn(C(=O)c2ccco2)n1,-0.6,12.9,1.1,-2.0,3.6,0.1,6.0,-7.2,6.2,-2.0
CCCNC(=O)C1(C)CCN(C(=O)c2cc(C)nn2C(C)(C)C)C1 (stereo unspecified),-5.4,8.7,-5.2,-3.6,-0.7,-1.2,2.5,-0.3,7.1,3.1
CCN(CC(=O)N1CCC(C(N)=O)CC1)S(=O)(=O)c1cc(Cl)ccc1Cl,5.6,-15.6,-4.2,-7.2,-10.4,-0.3,1.7,5.5,11.8,-1.9
CC(C)N1CCCCC(NC(=O)c2ccc(F)c(F)c2)C1=O (stereo unspecified),1.3,.,-0.4,2.0,5.4,-0.6,1.8,-9.1,.,0.5
Cc1ccc(C(C(=O)NC2CCCCC2)N(Cc2cccnc2)C(=O)C2COc3ccccc3O2)o1 (stereo unspecified),-0.8,-0.3,3.5,-8.8,0.2,1.0,6.0,5.7,-10.3,-1.8
O=C(N/N=C/c1cccnc1)c1cc(-c2ccc(Cl)cc2)nc2ccccc12,-8.0,14.9,-4.9,5.0,-11.8,-1.0,1.1,-3.7,4.2,-1.6
CC(OC(=O)CCCN=C1NS(=O)(=O)c2ccccc21)C(=O)Nc1ccccc1F (stereo unspecified),-8.2,2.9,1.0,-2.4,0.2,0.1,1.0,0.2,-2.1,-1.3
Cc1cccc(NC(=O)C2CCCN(S(=O)(=O)c3ccc4[nH]c(=O)ccc4c3)C2)n1 (stereo unspecified),-0.5,-3.9,-7.2,-1.5,-8.2,-0.1,3.5,-2.5,-12.8,-1.7
Cn1cnnc1SCC(=O)Nc1ccc2ccccc2c1,-2.8,9.5,1.7,1.3,-6.1,0.0,-1.1,-0.7,7.6,-0.4
COc1ccc(NC(=O)NNC(=O)COc2ccc([N+](=O)[O-])c(C)c2)cc1OC,-3.1,2.7,1.0,-6.3,-5.4,0.2,-0.9,-4.4,-1.3,-1.8
COc1cc(-c2csc(N3CCOCC3)n2)cc(OC)c1OC,0.8,-4.2,-0.9,0.1,1.9,0.0,2.0,-7.3,0.0,1.1

# Given with bars between the fields: part of the list above.
Compound | DDE Tn6 FP inh | ARFGAP1 inhibitor | ADAM17 inh | MBD2 DNA inh | PLCb3 inh | KLK7 zymogen act | PLCg1 inh | DDE Tn7 FP inh | ASAP1 GAP inh | UHRF1 binding
CC(OC(=O)CCCN=C1NS(=O)(=O)c2ccccc21)C(=O)Nc1ccccc1F (stereo unspecified) | -8.2 | 2.9 | 1.0 | -2.4 | 0.2 | 0.1 | 1.0 | 0.2 | -2.1 | -1.3
Cc1cccc(NC(=O)C2CCCN(S(=O)(=O)c3ccc4[nH]c(=O)ccc4c3)C2)n1 (stereo unspecified) | -0.5 | -3.9 | -7.2 | -1.5 | -8.2 | -0.1 | 3.5 | -2.5 | -12.8 | -1.7

# Additional records follow.
SMILES,DDE Tn6 FP inh,ARFGAP1 inhibitor,ADAM17 inh,MBD2 DNA inh,PLCb3 inh,KLK7 zymogen act,PLCg1 inh,DDE Tn7 FP inh,ASAP1 GAP inh,UHRF1 binding
COC(=O)c1ccc(S(=O)(=O)N2CCC(C(N)=O)CC2)n1C,-3.4,5.6,-6.0,-5.3,-3.6,-0.1,-1.5,4.4,-5.9,-0.6
COc1ccccc1C(=O)Nc1ccc2c(c1)CN(Cc1cnc(C)s1)CC2,-2.3,3.4,-0.3,-1.0,-12.0,0.1,-3.5,3.5,-5.2,1.6
O=C(Nc1ccc2c(c1)OCO2)N1CCN(c2ncc(C(F)(F)F)cc2Cl)CC1,-5.9,6.5,-6.3,4.0,-0.1,-0.4,-2.7,6.0,-1.4,-0.9
COc1ccc(Cl)cc1NS(=O)(=O)c1ccc(OC)c(OC)c1,-5.0,8.1,0.9,4.0,4.0,0.3,4.6,-0.4,-5.0,-2.2
CN(CC(=O)Nc1ccc(OC(F)(F)F)cc1)C(=O)c1ccc(N2CCCC2=O)cc1,-0.6,-5.3,-6.1,6.3,-5.3,-0.5,1.4,2.1,-1.1,0.7
COc1cccc(-c2cc(C(=O)Nc3ccc(OC)c(OC)c3)no2)c1,6.2,0.0,1.8,1.6,-3.7,-4.1,-1.6,0.5,-6.7,2.4
OC(CNCCc1ccc(Cl)cc1)COCc1ccco1 (stereo unspecified),-0.1,3.3,-3.9,6.6,-3.1,-0.1,3.3,1.6,-1.7,2.5
COc1ccccc1-c1nc(SCC(=O)Nc2cc(C)on2)c2c(=O)n(C)c(=O)n(C)c2n1,1.6,8.4,-5.9,5.2,-17.7,-0.3,-7.7,5.9,-3.0,2.5
CCn1c(N2CCN(C(=O)NC3CCCCC3)CC2)nc2ccccc21,-12.4,13.4,-5.7,5.5,6.2,-0.1,6.7,-6.2,12.7,7.3
COCCNC(=O)CN(C(=O)CCC(=O)Nc1nccs1)c1ccccc1OC,3.8,6.6,-4.4,4.4,2.4,0.0,0.2,2.2,-6.1,0.3
CCOc1ccccc1C(=O)NC1CCN(Cc2ccccc2)CC1,-3.5,-0.4,-5.4,1.1,-5.0,0.5,-2.9,-4.3,-12.6,4.3
C/C(CC(=O)Nc1cccc(C(F)(F)F)c1)=N\NC(=O)C1CCCCC1,6.0,-6.7,3.0,-2.4,3.1,-0.2,-26.9,-5.3,13.0,-2.8
C#CCN1C=C(C(=O)OCC)C(C)NS1(=O)=O (stereo unspecified),-2.5,3.0,-1.6,-5.2,1.3,-0.3,-1.8,-1.2,-3.0,0.9
COc1cc(/C=N/N2CCCCC2)cc(OC)c1O,-3.8,-4.9,-0.7,-0.4,-9.4,-0.2,-2.8,-1.2,16.9,-2.7
COc1cccc(-n2cc3c(=O)n(C)c(=O)n(C)c3c2)c1,4.1,6.2,-4.8,-3.1,-4.1,0.1,-5.4,1.6,-8.0,-0.7
COc1ccccc1CC1CC(=O)N(c2ccc([N+](=O)[O-])cc2)C1=O (stereo unspecified),1.1,-3.2,0.8,-3.9,1.1,0.3,0.4,1.2,-3.1,-0.1
C=CCOc1cccn2c(N(C=O)Cc3ccccc3)c(CC)nc12,-1.2,-5.9,-5.3,2.8,-7.7,1.1,-5.8,-8.4,1.0,0.1
Cc1c(CCC(=O)N[C@@H](C)C(=O)O)c(=O)oc2cc3occ(-c4ccccc4)c3cc12,-0.2,-1.9,-37.2,3.2,-136.2,0.0,-111.1,-4.3,10.4,-2.6
CCOC(=O)C1(C)/C(=N/Nc2ccc(S(N)(=O)=O)cc2)C(=O)C(=O)N1c1ccccc1 (stereo unspecified),-1.8,0.4,-2.4,-8.6,0.2,0.6,0.7,0.2,-0.4,-6.2
O=S(=O)(N1CCOCC1)n1cnc2ccccc21,1.3,-7.6,-1.3,-4.1,1.4,0.1,-0.1,-5.4,1.9,-1.1
COc1ccccc1CN1C[C@@H]2C[C@@H](c3ccc(Cl)cc3)N3CCC[C@@]23C1=O,-5.7,-8.8,0.2,-3.3,0.5,0.2,2.5,0.7,-17.1,-1.6
CC1(C)C2CCC1(C)C(OC(=O)CCn1ccnc1)C2 (stereo unspecified),-4.6,-1.7,-5.1,7.7,-0.2,-0.5,5.9,0.2,-12.0,7.0
COc1ccc(C(N)c2csc(Nc3nncc4ccccc34)n2)cc1 (stereo unspecified),1.0,12.4,-5.0,0.1,-60.1,-0.8,-48.8,-3.5,12.4,-6.3
CC(C)c1ccc2c(c1)C1Cc3ccccc3C1N2 (stereo unspecified),-1.6,7.9,-13.8,-0.8,-33.7,-0.5,-33.1,2.2,-7.7,-5.0
S=C(Nc1ccccc1)Nc1nc2ccccc2n1CCOc1ccccc1,-2.9,17.8,1.5,-9.1,-14.6,-4.4,-12.7,-1.8,-5.7,-9.5
C[C@H]1CN([C@@H](C)CO)C(=O)c2cccc(NC(=O)Nc3ccc(C(F)(F)F)cc3)c2O[C@@H]1CN(C)S(=O)(=O)c1ccccc1,-5.0,-4.3,20.9*,-4.8,5.6,-0.1,8.2,-8.9,4.1,1.4
CN(CCO)S(=O)(=O)c1ccc2c(c1)C(=NO)c1cc(S(=O)(=O)N(C)CCO)ccc1-2,-0.7,1.1,-36.5,-4.2,-150.7,10.6,-121.2,2.5,6.7,-3.4
O=C(NCCCn1ccnc1)/C(=C\c1ccccc1Cl)NC(=O)c1ccccc1,0.2,0.9,-1.1,5.0,-15.2,-0.4,-6.3,-3.2,6.8,-0.3
CC(C)(C)NC(=O)CN1CCC(O)(c2ccc3c(c2)OCO3)CC1,-5.4,2.0,-2.0,1.6,-2.6,-0.2,-3.0,-4.5,14.8,-0.7
CCOC(=O)C1CCN(c2c(NCCCN3CCCCC3)c(=O)c2=O)CC1,-1.7,-3.6,-5.3,-0.2,-9.4,0.0,-2.0,-1.5,3.5,2.0
O=C(O)Cc1ccccc1C(=O)O,-1.5,-3.5,-1.7,-0.9,-3.4,0.2,0.1,-4.1,-1.1,-0.7
CN1CCC23c4ccccc4NC1C21CCN(C)C3Nc2ccccc21,7.2,-12.3,-3.8,1.1,3.6,0.0,0.2,-2.3,-6.9,0.6
